D2 agonist: D2 dopamine receptor (human) agonism | HEK293 T-REx D2 cells, calcium flux agonist mode | activation, % at 2 µM | 340,000 tested, 0.53% active | P14416;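 active = activation over 3 SD above normal in the single-dose calcium agonist read, cut at about 30% in these data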; note: 0% is about no effect
Target sequence (P14416 whole entry, looked up): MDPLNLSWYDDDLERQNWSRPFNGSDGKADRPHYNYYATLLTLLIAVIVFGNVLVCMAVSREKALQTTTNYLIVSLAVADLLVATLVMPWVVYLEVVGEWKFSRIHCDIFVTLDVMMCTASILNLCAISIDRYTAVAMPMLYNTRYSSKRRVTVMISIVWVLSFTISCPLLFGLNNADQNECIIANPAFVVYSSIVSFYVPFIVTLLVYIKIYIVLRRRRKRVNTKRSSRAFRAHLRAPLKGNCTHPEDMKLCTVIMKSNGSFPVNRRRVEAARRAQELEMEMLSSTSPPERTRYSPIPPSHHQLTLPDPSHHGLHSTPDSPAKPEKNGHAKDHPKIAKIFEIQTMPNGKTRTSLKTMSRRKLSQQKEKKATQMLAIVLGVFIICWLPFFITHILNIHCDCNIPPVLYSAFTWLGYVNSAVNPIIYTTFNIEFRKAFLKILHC
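Tetracycline-induced HEK293 T-REx cells with force-coupled D2 receptor, plated overnight at 30 C, loaded with no-wash calcium dye. After a 10 s baseline, compound was pin-added and calcium flux read kinetically for 180 s; calcium rises flagged agonists.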
Vif-A3G inh: inhibitors of Vif-APOBEC3G interaction; 410,000 tested, 0.076% active; Q9HC16; Potency, µM (doses to about 46.1 µM), inactives show top-dose activity, negative = active, usual class: inhibitors; HeLa A3G-eYFP + Vif (tagged APOBEC3G with the HIV-1 protein that degrades it), YFP fluorescence, overnight;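 note: potency is the fitted concentration of half-maximal effect; % is set by controls: 0 for no effect and ±100 for the full control effect; nearly all actives have a fitted effect of over 60% in size; hits raise eYFP signal because A3G escapes Vif-driven loss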
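HeLa cells stably expressing Vif and C-terminally eYFP-tagged A3G, seeded overnight at 37 deg C, then exposed to compound by pintool overnight at 37 deg C. Rise in yellow fluorescence (Ex 488/Em 500-530, Acumen) marks blocked Vif-driven A3G degradation.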
GRP78 ERSR act: ER stress response induction in glioma | U87-MG GRP78 promoter luciferase reporter, 16 h | Potency, µM, for the others: at the highest dose activation, usual class: activators | 420,000 tested, 0.02% active | AID 602332; note: potency is the fitted concentration of half-maximal effect; series mostly up to about 76 µM; % of control where 0% means no effect; nearly all actives have a fitted effect of over 35% in size
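ERSR induction read as luciferase luminescence (Bright-Glo, 10 min at room temperature) in stably transfected human U87-MG glioma cells exposed to compounds for 16 h, using GRP78 as sensor.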
LDHA inh: LDHA (human) enzyme inhibition; 480,000 tested, 0.15% active; activity change, % (values are at about 110 or 230 µM); P00338; AID 1347041; purified LDHA, NADH/diaphorase-resazurin fluorescence; hits give low values; in the data active = activity change below about -30%; inconclusive = mostly about -25% to -30%;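 note: plate controls were DMSO wells for no effect and wells without enzyme for full effect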
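Resorufin fluorescence (ex540/em590), read at 0 and 20 min after diaphorase/resazurin addition, reports the NADH left after a 5 min room-temperature reaction of 2 nM human LDH5 with 0.06 mM NADH and 0.2 mM pyruvate.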
ALOX12 inh: ALOX12 (human) lipoxygenase inhibition. P18054. purified 12hLO, xylenol orange hydroperoxide absorbance. Potency, µM (top dose mostly 108 µM), for inactives: top-dose activity change, negative = inhibition, hits mostly inhibitors. 580,000 tested, 1.1% active; note: potency is the fitted concentration of half-maximal effect; % is set by controls: 0 for no effect and ±100 for the full control effect
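Hydroperoxide product was detected by ferrous iron/xylenol orange as the 573 to 405 nm absorbance ratio. Arachidonic acid at 40 uM (final) was turned over for 30 min at room temperature by 150 nM human 12hLO, pH 7.0 Hepes buffer, after 15 min compound preincubation.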
RGS4 inhibitor: inhibitors of human regulator of G protein signaling 4. P49798. Transcreener GDP fluorescence polarization, RGS4-accelerated GTP hydrolysis. Potency, µM (doses to about 114 µM), inactives show at the top dose activity change, negative = inhibition, usual class: inhibitors. 390,000 tested, 0.039% active. AID 504845; note: potency is the fitted concentration of half-maximal effect; % is set by controls: 0 for no effect and ±100 for the full control effect; nearly all actives have a fitted effect of over 75% in size; some results filed as inactive show a strong effect at the top dose
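MLSMR compounds (23 nl, pin-transferred) preincubated 10 min at room temperature with a 500nM (2x) first reagent, then RGS4 at 900nM (2x) plus Transcreener GDP mix added; fluorescence polarization (620/688 nm) read before and after 90 min at 30 °C.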
Vif-A3F inh: Vif-A3F binding inhibition | HeLa A3F-eYFP + Vif (tagged APOBEC3F with the HIV-1 protein that degrades it), YFP fluorescence increase | 390,000 tested, 0.2% active | Potency, µM (doses to about 46.1 µM), for inactives: at the top dose activity, negative = active; note: potency is the fitted concentration of half-maximal effect; % of control where 0% means no effect; nearly all actives have a fitted effect of over 65% in size
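HeLa cells stably expressing Vif plus C-terminally eYFP-tagged A3F were seeded, incubated overnight at 37 deg C, dosed with compound, incubated overnight again at 37 deg C. Yellow fluorescence (Ex 488/Em 500-530) reported blocked Vif-mediated A3F-eYFP degradation.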
ERG-DNA inh: inhibitors of human ERG Ets domain-DNA interaction; P11308; fluorescence polarization, His-ERG Ets domain / labelled DNA; Potency, µM (top dose mostly 76.9 µM), for the others: at the highest dose FP activity, negative = inhibition, actives largely listed as inhibitors; 370,000 tested, 0.028% active; AID 624246; active = well fitted inhibition curve with a large enough effect in the polarisation, with a control signal flat; inconclusive = small, poorly fitted or top-dose-only effect, or effect the other way, or a change in a side signal; inactive = no such curve, though single readings can be large or run the other way; the % refers to the polarisation;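 note: polarization taken with two DNA probes labelled with fluorescein and Texas red; potency is the fitted concentration of half-maximal effect; % of control where 0% means no effect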
Target sequence (P11308 whole entry, looked up, the tested form may be a part): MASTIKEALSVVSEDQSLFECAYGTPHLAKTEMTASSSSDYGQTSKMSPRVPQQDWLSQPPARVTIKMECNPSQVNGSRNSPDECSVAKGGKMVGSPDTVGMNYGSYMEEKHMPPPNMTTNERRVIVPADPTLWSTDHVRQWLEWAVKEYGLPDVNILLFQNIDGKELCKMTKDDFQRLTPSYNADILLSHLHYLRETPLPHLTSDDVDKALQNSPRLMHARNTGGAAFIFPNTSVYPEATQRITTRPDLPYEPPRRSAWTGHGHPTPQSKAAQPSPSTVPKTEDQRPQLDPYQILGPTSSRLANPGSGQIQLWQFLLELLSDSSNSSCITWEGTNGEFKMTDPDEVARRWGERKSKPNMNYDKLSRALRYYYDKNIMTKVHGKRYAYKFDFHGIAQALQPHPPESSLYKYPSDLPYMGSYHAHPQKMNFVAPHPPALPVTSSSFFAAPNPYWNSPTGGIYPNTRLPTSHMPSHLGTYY
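His-tagged ERG Ets domain (1 uM in the protein solution; 300mM KCl, 50mM Tris-HCl, 1mM EDTA, 1mM DTT, pH 7.5) received compound, then a probe mix of 5 nM fluorescein-DNA and 100nM Texas-615-DNA. Fluorescence polarization was read for both dyes.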
D2 antag: D2 dopamine receptor (human) antagonism | HEK293 TREx D2 cells, calcium flux, dopamine EC80 | inhibition, % at 10 µM | 340,000 tested, 2% active | AID 485344; in the data active = inhibition above about 30%; note: 0% is about no effect
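Dopamine at EC80 is the agonist stimulus; test compounds precede it by 180 s. Calcium flux read kinetically in a force-coupled, inducible HEK293 T-REx D2 cell line.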
Numbers without * were called inactive; & = joins results of further samples; [ ] = remark or other dose. Unless noted, calls come from the whole dose curve; as a rule, active = well fitted curve in the direction sought with a large enough effect; inconclusive = small, poorly fitted or top-dose-only effect, or another doubt; inactive = no such curve, though single readings can be large; an effect the other way counts as inactive or inconclusive.

For O=C(/C=C/c1ccc(F)cc1)NCCCN1CCN(CCCNC(=O)/C=C/c2ccc(F)cc2)CC1 the results were D2 agonist -0.9, Vif-A3G inh 1%, GRP78 ERSR act -2%, LDHA inh -2, ALOX12 inh -8%, RGS4 inhibitor -11%, Vif-A3F inh 1%, ERG-DNA inh -23% and D2 antag -17.
Cc1ccccc1CS(=O)(=O)Cc1ccc(C(=O)N2CCOCC2)o1 was read as D2 agonist -0.3, Vif-A3G inh 0%, GRP78 ERSR act 0%, LDHA inh -6, ALOX12 inh 16%, RGS4 inhibitor -18%, Vif-A3F inh -3%, ERG-DNA inh -1% and D2 antag -37.
CC(C)(C)OC(=O)N(CCc1ccccc1)Cc1cccc(OCc2cccc(NC(=O)C3CC3)c2)c1 was read as Vif-A3G inh 2%, GRP78 ERSR act -3%, LDHA inh 0, ALOX12 inh 1%, RGS4 inhibitor -11%, Vif-A3F inh 3% and ERG-DNA inh -19%.
For CC1CN(C(=O)CN2C(=O)c3ccccc3S2(=O)=O)CC(C)O1 (stereo not given) the results were D2 agonist 0.4, Vif-A3G inh 0%, GRP78 ERSR act 7%, LDHA inh -3, ALOX12 inh 26%, RGS4 inhibitor -31%, Vif-A3F inh 2%, ERG-DNA inh 1% and D2 antag 6.
CC1(C(=O)Nc2ccc3c(c2)OCCO3)CCC(=O)N1C1CC1 (stereo not given) was read as Vif-A3G inh -1%, GRP78 ERSR act -1%, LDHA inh 1 and ALOX12 inh -6%.
Screening CSc1ccc(CCNC(=O)CN2C(=O)CCSc3ccccc32)cc1 returned D2 agonist -0.6, Vif-A3G inh -11%, GRP78 ERSR act -4%, LDHA inh 0, ALOX12 inh -22%, RGS4 inhibitor -2%[56.9 µM], Vif-A3F inh -6%, ERG-DNA inh 5% and D2 antag -18.
Screening CC(C)(C)c1cc(C(=O)O)n[nH]1 returned Vif-A3G inh -9%, GRP78 ERSR act -2%, LDHA inh -14, ALOX12 inh -19%, RGS4 inhibitor -3% and Vif-A3F inh -8%.
`Cc1nc2ccc(NC(=O)c3ccc([N+](=O)[O-])cc3)cc2[nH]1` gave D2 agonist 1.1, Vif-A3G inh 0%, GRP78 ERSR act 3%, LDHA inh -5, ALOX12 inh 0%, RGS4 inhibitor -4%, Vif-A3F inh inconclusive, ERG-DNA inh 10% and D2 antag -14.
`Cc1ccc(C#N)c(SCc2nnc(-c3ccc(Cl)cc3)o2)n1` gave D2 agonist -0.6, Vif-A3G inh 0%, GRP78 ERSR act -8%, LDHA inh -7, ALOX12 inh 2%, RGS4 inhibitor 5%, Vif-A3F inh -1%, ERG-DNA inh -2% and D2 antag -6.
For COc1ccc(CN2C(=O)CCC2(C)C(=O)NC2CCCCC2)c(OC)c1 (stereo not given) the results were D2 agonist 1.2, Vif-A3G inh 2%, GRP78 ERSR act -4%, LDHA inh -6, ALOX12 inh 0%, RGS4 inhibitor 21%, Vif-A3F inh 0%, ERG-DNA inh -1% and D2 antag 12.
CC(=O)N1c2ccc(S(=O)(=O)NCC3CCC(C(=O)N4CCCC(C)C4)CC3)cc2CC1C (stereo not given) was read as D2 agonist 0.2, Vif-A3G inh 0%, GRP78 ERSR act -3%, LDHA inh -1, ALOX12 inh 22%, RGS4 inhibitor -56%[56.9 µM], Vif-A3F inh 4%, ERG-DNA inh -8% and D2 antag -3.
For CC(=O)C12CCCCC1CC1C3CC(C)C4(O)CC(=O)CCC4(C)C3CCC12C (stereo not given) the results were Vif-A3G inh -1%, GRP78 ERSR act 2%, LDHA inh -3, ALOX12 inh 61%[activator], RGS4 inhibitor -8%, Vif-A3F inh 3% and ERG-DNA inh 7%.
For Cc1cc(C)cc(NC(=S)NC2CC3CCC(C2)N3Cc2ccco2)c1 (stereo not given) the results were D2 agonist 0.1, Vif-A3G inh -3%, GRP78 ERSR act -3%, LDHA inh -4, ALOX12 inh 2%, RGS4 inhibitor 3%, Vif-A3F inh 9% and D2 antag 46*.
Screening COc1ccc(OC)c(CNC(=O)CCCn2ccc3cc(S(=O)(=O)N4CCCC4)ccc32)c1 returned D2 agonist 0.5&-1.4, Vif-A3G inh 2%&-1%, GRP78 ERSR act -5%&0%, LDHA inh 0&0, ALOX12 inh -4%&-14%, RGS4 inhibitor 3%&-14%, Vif-A3F inh -5%&4%, ERG-DNA inh -2%&2% and D2 antag 11.
Cc1cc(C)n(Cc2ccc(C(=O)Nc3cccc(Br)c3)o2)n1 was read as D2 agonist 0.4, Vif-A3G inh -2%, GRP78 ERSR act 5%, LDHA inh -7, ALOX12 inh inconclusive, RGS4 inhibitor 28%, Vif-A3F inh 5%, ERG-DNA inh 4% and D2 antag -3.
CC(OC(=O)CCCN=C1NS(=O)(=O)c2ccccc21)C(=O)NC1CCCCC1C (stereo not given) was read as D2 agonist -0.1, Vif-A3G inh 0%, GRP78 ERSR act -5%, LDHA inh -14, ALOX12 inh 0%, RGS4 inhibitor -16%, Vif-A3F inh -10%, ERG-DNA inh 10% and D2 antag 8.
Cc1ccc(OCCSc2nnc(-c3cccs3)o2)cc1 was read as D2 agonist -1.7, Vif-A3G inh 2%, GRP78 ERSR act 1%, LDHA inh -2, ALOX12 inh -10%, RGS4 inhibitor -9%, Vif-A3F inh -1% and ERG-DNA inh -2%.
`O=C(COC(=O)c1cccc(OC(F)F)c1)NC1CCCC1` gave D2 agonist -0.1, Vif-A3G inh -5%, GRP78 ERSR act -4%, LDHA inh -5, ALOX12 inh 10%, RGS4 inhibitor -3%[56.9 µM], Vif-A3F inh 2%, ERG-DNA inh 13% and D2 antag 2.
Cc1ccc(C)c(NC(=O)C2CCCN(c3nc4ccccc4s3)C2)c1 (stereo not given) was read as D2 agonist -1.3, Vif-A3G inh 3%, GRP78 ERSR act 2%, LDHA inh -4, ALOX12 inh 2%, RGS4 inhibitor 17%, Vif-A3F inh -9% and ERG-DNA inh 2%.
`Cc1nnc(SCC(=O)N(Cc2ccccc2)C(C)(C)C)[nH]c1=O` gave D2 agonist 1.1, Vif-A3G inh -2%, GRP78 ERSR act -4%, LDHA inh 1, ALOX12 inh -6%, RGS4 inhibitor -15%, Vif-A3F inh 0%, ERG-DNA inh -6% and D2 antag -21.
`Nc1nc(SCC(=O)N2CCCCC2)[nH]c(=O)c1NC(=O)c1ccccc1F` gave D2 agonist 0.3, Vif-A3G inh 0%, GRP78 ERSR act -3%, LDHA inh -4, ALOX12 inh 4%, RGS4 inhibitor -12%, Vif-A3F inh 0%, ERG-DNA inh 23% and D2 antag -3.
`Cc1cc(N2CCOCC2)nc2ccc(NC(=S)N3CCCCC3C)cc12` (stereo not given) gave D2 agonist -0.7, Vif-A3G inh -7%, GRP78 ERSR act 9%, LDHA inh 19, ALOX12 inh -6%, RGS4 inhibitor -30%, Vif-A3F inh -10%, ERG-DNA inh 6% and D2 antag 0.
c1cnc(N2CCN(c3cnccn3)CC2)nc1 was read as D2 agonist 5.6, Vif-A3G inh 0%, GRP78 ERSR act -1%, LDHA inh -9, ALOX12 inh 0%, RGS4 inhibitor 0%, Vif-A3F inh 0%, ERG-DNA inh -4% and D2 antag -10.
Screening CC(=O)Nc1ccc(NC(=O)C(c2ccccc2)N2Cc3ccccc3C2=O)cc1 (stereo not given) returned D2 agonist -0.1, Vif-A3G inh 3%, GRP78 ERSR act -3%, LDHA inh 2&-10, ALOX12 inh inconclusive, RGS4 inhibitor 26%, Vif-A3F inh 7% and ERG-DNA inh 5%.
Screening O=C(NNC(=O)c1ccco1)c1ccc(NS(=O)(=O)c2cccs2)cc1 returned D2 agonist 0.6, Vif-A3G inh 0%, GRP78 ERSR act -3%, LDHA inh -3, ALOX12 inh 8%, RGS4 inhibitor 20%, Vif-A3F inh 11%, ERG-DNA inh 2% and D2 antag -4.
CC1c2ccsc2CCN1S(=O)(=O)c1ccccc1 (stereo not given) was read as D2 agonist 1.0, Vif-A3G inh -5%, GRP78 ERSR act -4%, LDHA inh -6, ALOX12 inh 0%, RGS4 inhibitor inconclusive, Vif-A3F inh -14%, ERG-DNA inh -26% and D2 antag -9.
`CCOC(=O)CCCCCC(=O)Nc1ccc2c(c1)C(=O)N([C@@H](C)CO)C[C@@H](C)[C@H](CN(C)C(=O)c1ccncc1)OCCCC[C@H](C)O2` gave Vif-A3G inh 0%, GRP78 ERSR act -2%, LDHA inh -2, ALOX12 inh 3% and Vif-A3F inh 0%.
`COC(=O)c1sccc1-c1ccc(C(=O)Nc2cccc(Cl)c2)o1` gave D2 agonist 0.2, Vif-A3G inh -5%, GRP78 ERSR act 5%, LDHA inh -1, ALOX12 inh inconclusive, RGS4 inhibitor inconclusive, Vif-A3F inh -6%, ERG-DNA inh 5% and D2 antag 14.
CC(=O)C1=C(C)N(Cc2ccccc2)C(=O)N[C@H]1CCc1ccccc1 was read as D2 agonist 1.8, Vif-A3G inh 0%, GRP78 ERSR act -7%, LDHA inh -2, ALOX12 inh 1%, RGS4 inhibitor -9%, Vif-A3F inh 2%, ERG-DNA inh 12% and D2 antag 0.

Not all compounds are listed, so the mix of outcomes need not match the whole.
